Assay outcomes deposited in PubChem BioAssay by several laboratories.
MC4R ag barr – MC4R agonists recruiting beta-arrestin, primary screen, cell-based, luminescence, agonist arm of biased-ligand search; actives 0.98% (n = 360,000); Melanocortin receptor 4 (Homo sapiens), P32245; U2OS MC4R beta-arrestin complementation; percent of melanotan II response, DMSO zero; activation, % at 8.9 µM; AID 540308, 2011;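 active means activation above a per-plate cutoff, the mean activation of sample wells on that plate plus 3 SD, cut at about 8% in these data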
ABHD5-PLIN5 inh – ABHD5-PLIN5 interaction inhibitors, primary screen, cell lysate, split luciferase complementation, luminescence; actives 0.78% (n = 360,000); Split G. princeps luciferase complementation, 4 h; Perilipin-5 (Homo sapiens) + 1-acylglycerol-3-phosphate O-acyltransferase ABHD5 (Homo …; inhibition, % at 4 µM;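 active means inhibition above the mean inhibition across every tested compound plus 3 SD, cut at about 22% in these data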;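 further: 0% = DMSO only wells and the 100% control is not disclosed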
Target sequence (Q00G26 whole entry, looked up): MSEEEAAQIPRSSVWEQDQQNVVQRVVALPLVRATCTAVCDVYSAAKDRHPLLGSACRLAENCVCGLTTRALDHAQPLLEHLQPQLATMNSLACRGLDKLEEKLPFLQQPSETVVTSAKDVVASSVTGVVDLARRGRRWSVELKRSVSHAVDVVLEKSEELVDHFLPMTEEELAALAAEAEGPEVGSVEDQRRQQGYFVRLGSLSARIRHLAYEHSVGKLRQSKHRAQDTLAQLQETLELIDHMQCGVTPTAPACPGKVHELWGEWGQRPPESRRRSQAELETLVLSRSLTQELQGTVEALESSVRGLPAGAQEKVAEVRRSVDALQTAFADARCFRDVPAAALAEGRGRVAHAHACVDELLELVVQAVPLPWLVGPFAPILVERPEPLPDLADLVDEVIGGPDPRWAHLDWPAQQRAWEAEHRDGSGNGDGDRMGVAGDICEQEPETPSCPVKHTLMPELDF
Target sequence (Q8WTS1 whole entry, looked up): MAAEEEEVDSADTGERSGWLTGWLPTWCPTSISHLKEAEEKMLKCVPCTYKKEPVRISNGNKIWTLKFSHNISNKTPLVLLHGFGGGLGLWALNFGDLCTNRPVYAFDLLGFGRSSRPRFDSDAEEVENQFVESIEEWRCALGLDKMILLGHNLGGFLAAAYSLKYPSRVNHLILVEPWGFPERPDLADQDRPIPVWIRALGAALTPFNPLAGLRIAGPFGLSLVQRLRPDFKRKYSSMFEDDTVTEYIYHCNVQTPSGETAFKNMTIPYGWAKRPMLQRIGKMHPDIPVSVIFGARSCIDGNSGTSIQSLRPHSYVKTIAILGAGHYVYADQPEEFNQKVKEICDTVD
NOD2-RIPK2 inh – NOD2-RIPK2 binding disruptors in cells, primary screen, fluorescence, CHO cells, BLA complementation; Receptor-interacting serine/threonine-protein kinase 2 (Homo sapiens), O43353; CCF4 ratio; inhibition, % at 4.98 µM; actives 0.38% (n = 360,000); AID 624267, 2012; in the data active means inhibition above about 21%;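 further: 0% = vehicle only and 100% = reference blocker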
ABCB6 inh MLPCN – ABCB6 transporter inhibitors, primary screen, K562-ABCB6 cells, flow cytometry, MLPCN library; ATP-binding cassette sub-family B member 6 (Homo sapiens), Q9NP58; K562-ABCB6 porphyrin accumulation, 1 h; active compounds read low; fluorescence ratio to DMSO, % at 10 µM; actives 0.19% (n = 360,000); AID 602162, 2011;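 active means fluorescence ratio to DMSO below 75%, the collection mean minus 3 SD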;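 further: signal is porphyrin accumulated inside mitochondria; 100% equals median channel fluorescence of DMSO control wells; lower ratio means ABCB6 inhibition with less porphyrin fluorescence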
SRC2 inh – inhibition of GAL4-SRC2 driven luciferase reporter, primary screen, SRC2 inhibitor project, cell-based, luminescence | Nuclear receptor coactivator 2 (Homo sapiens), Q15596 | HEK293 GAL4-SRC2 luciferase reporter | inhibition, % at 9 µM | actives 0.17% (n = 370,000) | AID 651957, 2012;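 active means inhibition above the mean inhibition of all tested compounds plus 3 SD, set per campaign, cut at about 52% in these data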;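 further: 0% = DMSO treated cells and 100% = cells given Gossypol at 36 µM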
Glyco luc inh – increase of ERlucT glycosylation luciferase signal, primary screen, N-linked glycosylation inhibitor project, D54 ERlucT cells, luminescence, set 2; D54 ERlucT glycosylation luciferase reporter, 24 h; percent of 100 nM tunicamycin response; AID 588692, 2011; actives 0.23% (n = 360,000); reporter increase, % at 12.5 µM;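 active means mean luciferase reporter signal, scaled so untreated is 0 and the glycosylation-blocking control 100, at or above a set limit in every replicate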;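 further: luciferase carries N-glycosylation sites so blocking glycosylation raises the light; 0% = median of neutral control wells and 100% = median of 100 nM tunicamycin wells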
Cardio protect – cardioprotection against H2O2-induced cell death, primary screen, uHTS, H9c2 cells, ATPLite luminescence; H9c2 cardiomyocytes, H2O2 injury protection, 2 h; actives 0.63% (n = 360,000); protection from H2O2 cell death, % at 20 µM;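 active means compounds giving at least 50% protection of heart cells from peroxide-induced death in the single-dose screen, raw or plate-pattern-corrected value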;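 further: 0% = DMSO wells with peroxide and 100% = DMSO wells without peroxide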
MC4R antag cAMP – MC4R antagonists of cAMP signaling, primary screen, cell-based, TR-FRET, antagonist arm of biased-ligand search. Melanocortin receptor 4 (Homo sapiens), P32245. MC4R-expressing cells, MTII-stimulated cAMP, LANCE TR-FRET. inhibition, % at 6.5 µM. actives 0.48% (n = 360,000);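 active means inhibition above its plate's cutoff, the mean of tested wells on that plate plus 3 SD, cut at about 29% in these data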;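 further: 0% = Melanotan II alone and 100% = Melanotan II plus saturating MCL0020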
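material = U2OS cells stably expressing human melanocortin 4 receptor (MC4R) | also added = Melanotan II challenge | dosing = single nominal compound dose of 6.5 µM | detection = TR-FRET with Eu-cAMP and labeled anti-cAMP, 671 nm | replication = singlicate | timing = compound 30 min, challenge 1 h, detection 1 h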
HTR2A ag – mouse Htr2a agonists via beta-arrestin recruitment, primary screen, cell-based, luminescence | 5-hydroxytryptamine receptor 2A (Mus musculus), P35363 | AID 624169, 2012 | activation, % at 7.6 µM | actives 0.66% (n = 360,000) | CHO-K1 mHTR2A beta-arrestin complementation; percent of 30 µM serotonin response;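 active means activation above a run cutoff, the mean activation of all tested compounds plus 3 SD, cut at about 14% in these data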;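 further: 0% = plate median of compound wells and 100% = 30 µM serotonin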
TLR9-MyD88 inh – inhibitors of TLR9-MyD88 association in cells, primary screen, cell-based, CHO, BLA complementation, fluorescence; actives 0.21% (n = 340,000); AID 504734, 2011; CCF4 FRET ratio; inhibition, % at 4.98 µM;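 active means inhibition above the mean over all tested compounds plus 3 SD, cut at about 21% in these data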;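 further: 0% = DMSO only wells and 100% = clavulanate BLA inhibitor control wells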
An asterisk follows results filed as active. These rows are one share of the data; count on the stated rates, not on these rows.

How did CC(=O)N1c2ccc(S(=O)(=O)NCC3CCC(C(=O)N4CCC(C)CC4)CC3)cc2CC1C (stereo not given) do in these assays?
MC4R ag barr: -3.7; ABHD5-PLIN5 inh: -2; NOD2-RIPK2 inh: 5; ABCB6 inh MLPCN: 91; SRC2 inh: -8; Glyco luc inh: -2; Cardio protect: -2; MC4R antag cAMP: 2; HTR2A ag: -1; TLR9-MyD88 inh: -11

How did COc1cccc(S(=O)(=O)Nc2ccc3c(c2)C(=O)N(C)C[C@H](OC)[C@H](C)CN(Cc2ccccc2F)[C@@H](C)CO3)c1 do in these assays?
ABHD5-PLIN5 inh: 5; NOD2-RIPK2 inh: -2; SRC2 inh: 23; HTR2A ag: -1

Results for Cc1ccc(C(=O)N2CCN(c3ccccc3)CC2)cc1S(=O)(=O)N1CCOCC1 ?
MC4R ag barr: -1.7; ABHD5-PLIN5 inh: -2; NOD2-RIPK2 inh: 6; ABCB6 inh MLPCN: 93; SRC2 inh: 17; Glyco luc inh: 3; Cardio protect: -2; MC4R antag cAMP: -7; HTR2A ag: -12; TLR9-MyD88 inh: -7

How did CCOC(=O)C(C(C)C)C(N)Cc1ccc(F)cc1 (stereo not given) do in these assays?
MC4R ag barr: -0.4; ABHD5-PLIN5 inh: -2; NOD2-RIPK2 inh: -11; ABCB6 inh MLPCN: 110; SRC2 inh: -8; Glyco luc inh: 1; Cardio protect: 2; MC4R antag cAMP: -1; HTR2A ag: 3; TLR9-MyD88 inh: 0

Results for CC(C)C[C@H](NC(=O)c1nc[nH]c1C(=O)NCCCCCNC(=O)OC(C)(C)C)C(=O)OCc1ccccc1 ?
MC4R ag barr: 1.4; ABHD5-PLIN5 inh: 6; NOD2-RIPK2 inh: 4; ABCB6 inh MLPCN: 91; SRC2 inh: 9; Glyco luc inh: 1; Cardio protect: -11; MC4R antag cAMP: -7; HTR2A ag: 2; TLR9-MyD88 inh: -4

How did Cc1nn(C)c(C)c1CN(C)C(=O)C1(C)CC1(Br)Br (stereo not given) do in these assays?
MC4R ag barr: -2.8; ABHD5-PLIN5 inh: 3; NOD2-RIPK2 inh: -1; ABCB6 inh MLPCN: 103; SRC2 inh: 9; Glyco luc inh: -1; Cardio protect: 15; MC4R antag cAMP: 9; HTR2A ag: -4; TLR9-MyD88 inh: -22

Results for COc1ccc(C(=O)NCC(=O)OCC(=O)N2CCCc3ccccc32)cc1 ?
MC4R ag barr: -0.3; ABHD5-PLIN5 inh: 1; NOD2-RIPK2 inh: -12; ABCB6 inh MLPCN: 103; SRC2 inh: -16; Glyco luc inh: 0; Cardio protect: -4; MC4R antag cAMP: 17; HTR2A ag: 3; TLR9-MyD88 inh: -6

Results for C=CCN1C(=O)CSc2ccc(C(=O)NCc3ccc(F)cc3)cc21 ?
MC4R ag barr: -1.4; ABHD5-PLIN5 inh: 6; NOD2-RIPK2 inh: 2; ABCB6 inh MLPCN: 93; SRC2 inh: 5; Glyco luc inh: 1; Cardio protect: -4; MC4R antag cAMP: 7; HTR2A ag: 1; TLR9-MyD88 inh: -4

What do the screens show for `O=C(OCC(=O)N1CCN(C(=O)c2ccco2)CC1)c1ccccc1C(=O)c1ccccc1`?
MC4R ag barr: -0.8; ABHD5-PLIN5 inh: -3; NOD2-RIPK2 inh: 3; ABCB6 inh MLPCN: 100; SRC2 inh: 1; Glyco luc inh: 0; Cardio protect: -4; MC4R antag cAMP: 6; HTR2A ag: 2; TLR9-MyD88 inh: -3

Results for CC(=O)Nc1ccc(NC(C)=C(C#N)C#N)cc1 ?
MC4R ag barr: -0.6; ABHD5-PLIN5 inh: -2; NOD2-RIPK2 inh: -2; ABCB6 inh MLPCN: 100; SRC2 inh: 15; Glyco luc inh: 1; Cardio protect: 10; MC4R antag cAMP: 7; HTR2A ag: 1; TLR9-MyD88 inh: 1

Results for CCCCC[C@@H](C)N1C[C@H](COCc2ccccc2)Oc2cc(N3CCC[C@@H]3CO)ccc2S1(=O)=O ?
ABHD5-PLIN5 inh: -9; NOD2-RIPK2 inh: -6; ABCB6 inh MLPCN: 98; SRC2 inh: 13; HTR2A ag: -1

What do the screens show for `O=C(Nc1ccc2c(c1)CCC2)c1cc(=O)[nH]c2ccccc12`?
MC4R ag barr: -0.8; ABHD5-PLIN5 inh: -2; NOD2-RIPK2 inh: -6; ABCB6 inh MLPCN: 99; SRC2 inh: -12; Glyco luc inh: 0; Cardio protect: 0; MC4R antag cAMP: 12; HTR2A ag: 5; TLR9-MyD88 inh: -6

How did N#CCCN1CCN(C(=S)c2ccc(-c3cccc(Cl)c3)o2)CC1 do in these assays?
MC4R ag barr: 1.3; ABHD5-PLIN5 inh: 5; NOD2-RIPK2 inh: -4; ABCB6 inh MLPCN: 100; SRC2 inh: -10; Glyco luc inh: 0; Cardio protect: -1; MC4R antag cAMP: -4; HTR2A ag: 1; TLR9-MyD88 inh: -13

Results for CC(Nc1ccc(F)cc1F)C(=O)NC(=O)NC1CCCCC1 (stereo not given) ?
MC4R ag barr: -2.4; ABHD5-PLIN5 inh: 0; NOD2-RIPK2 inh: 2; ABCB6 inh MLPCN: 102; SRC2 inh: 15; Glyco luc inh: 1; Cardio protect: -9; MC4R antag cAMP: 2; HTR2A ag: 5; TLR9-MyD88 inh: 6

What do the screens show for `Cc1cccc(C(=O)NCCN2CCN(c3ccccc3)CC2)c1`?
MC4R ag barr: -0.1; ABHD5-PLIN5 inh: 2; NOD2-RIPK2 inh: -4; ABCB6 inh MLPCN: 94; SRC2 inh: -5; Glyco luc inh: 3; Cardio protect: -3; MC4R antag cAMP: 5; HTR2A ag: -8; TLR9-MyD88 inh: -4

Results for CCOc1ccc(C(=O)C[n+]2ccc(C(=O)NCc3ccccc3)cc2)cc1 ?
MC4R ag barr: -1.8; ABHD5-PLIN5 inh: 0; NOD2-RIPK2 inh: -1; ABCB6 inh MLPCN: 100; SRC2 inh: 14; Glyco luc inh: 3; Cardio protect: 2; MC4R antag cAMP: 8; HTR2A ag: -3; TLR9-MyD88 inh: 1

Results for Cc1noc(C)c1CSCC(=O)Nc1cc(S(C)(=O)=O)ccc1Cl ?
MC4R ag barr: -2.7; ABHD5-PLIN5 inh: 0; NOD2-RIPK2 inh: -8; ABCB6 inh MLPCN: 103; SRC2 inh: 4; Glyco luc inh: 2; Cardio protect: 3; MC4R antag cAMP: 0; HTR2A ag: 10; TLR9-MyD88 inh: -1

What do the screens show for `O=C(CCNS(=O)(=O)c1ccccc1)OCC(=O)c1ccc(F)cc1`?
MC4R ag barr: -0.7; ABHD5-PLIN5 inh: -4; NOD2-RIPK2 inh: 0; ABCB6 inh MLPCN: 100; SRC2 inh: 3; Glyco luc inh: -2; Cardio protect: 2; MC4R antag cAMP: 12; HTR2A ag: -5; TLR9-MyD88 inh: -11

How did COCCCn1c(C(=O)NCCC2=CCCCC2)cc2c(=O)n3cccc(C)c3nc21 do in these assays?
MC4R ag barr: 0.4; ABHD5-PLIN5 inh: -6; NOD2-RIPK2 inh: 5; ABCB6 inh MLPCN: 94; SRC2 inh: 5; Glyco luc inh: 4; Cardio protect: -2; MC4R antag cAMP: 14; HTR2A ag: 0; TLR9-MyD88 inh: 10

Results for CN=C(c1ccc([N+](=O)[O-])cc1)N1CCCCC1 ?
MC4R ag barr: -1.9; ABHD5-PLIN5 inh: 3; NOD2-RIPK2 inh: -13; ABCB6 inh MLPCN: 107; SRC2 inh: 7; Glyco luc inh: 4; Cardio protect: 0; MC4R antag cAMP: -6; HTR2A ag: 7; TLR9-MyD88 inh: 5

Results for Cc1cc(SCC(=O)N(CC(C)C)c2c(N)n(CC(C)C)c(=O)[nH]c2=O)nc2ccccc12 ?
MC4R ag barr: 1.9; ABHD5-PLIN5 inh: 0; NOD2-RIPK2 inh: 12; ABCB6 inh MLPCN: 93; SRC2 inh: 3; Glyco luc inh: -1; Cardio protect: -2; MC4R antag cAMP: 4; HTR2A ag: -4; TLR9-MyD88 inh: -1

Results for O=C(Cn1cccc1C(=O)c1ccccc1)NCCCc1ccccc1 ?
MC4R ag barr: 1.3; ABHD5-PLIN5 inh: 9; NOD2-RIPK2 inh: -6; ABCB6 inh MLPCN: 94; SRC2 inh: 9; Glyco luc inh: -3; Cardio protect: 1; MC4R antag cAMP: 1; HTR2A ag: -3; TLR9-MyD88 inh: 5

What do the screens show for `CC(C)Oc1ccc(OCCn2c(S(=O)(=O)O)nc3c(N)ncnc32)cc1`?
MC4R ag barr: 0.0; ABHD5-PLIN5 inh: 11; NOD2-RIPK2 inh: 0; ABCB6 inh MLPCN: 100; SRC2 inh: -6; Glyco luc inh: 0; Cardio protect: 2; MC4R antag cAMP: 10; HTR2A ag: 1; TLR9-MyD88 inh: 12

What do the screens show for `Cc1cc(Cl)ccc1NC(=S)NCCC(c1ccccc1)c1ccccc1`?
MC4R ag barr: 2.0; ABHD5-PLIN5 inh: -11; NOD2-RIPK2 inh: -14; ABCB6 inh MLPCN: 95; SRC2 inh: 0; Glyco luc inh: -6; Cardio protect: -20; MC4R antag cAMP: 4; HTR2A ag: -1; TLR9-MyD88 inh: 2

How did CC(=O)Nc1sc(C)c(C)c1C(=O)OCC(=O)Nc1cc(S(C)(=O)=O)ccc1Cl do in these assays?
MC4R ag barr: 0.4; ABHD5-PLIN5 inh: -3; NOD2-RIPK2 inh: -3; ABCB6 inh MLPCN: 99; SRC2 inh: 10; Glyco luc inh: 1; Cardio protect: -2; MC4R antag cAMP: -2; HTR2A ag: 4; TLR9-MyD88 inh: 4

How did COc1cc(/C=N\NC(=O)c2ccc(=O)[nH]n2)cc(OC)c1OC do in these assays?
MC4R ag barr: -1.8; ABHD5-PLIN5 inh: 6; NOD2-RIPK2 inh: -7; ABCB6 inh MLPCN: 99; SRC2 inh: -10; Glyco luc inh: 4; Cardio protect: 14; MC4R antag cAMP: 15; HTR2A ag: 2; TLR9-MyD88 inh: -3
